Compound activity: PubChem BioAssay, Sanford-Burnham Center for Chemical Genomics
HKDC1 inh: blocks human hexokinase HKDC1 activity | Q2TB90 | recombinant HKDC1, G6PDH/diaphorase resazurin coupled fluorescence | inhibition, % at 20 µM | 0.16% of 340,000 active | AID 493160;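 active = inhibition above about 35% when tested at 20 µM, limit read from the data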;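 also: plate controls were DMSO wells with enzyme for no effect and DMSO wells lacking enzyme for full effect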
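Material: recombinant HKDC1 hexokinase; Amount: HKDC1 at 5 µg/mL; Medium: Tris pH 8.0 buffer with MgCl2, Tween-20, BSA, BME; Schedule: 90 min reaction incubation at room temperature, dark; Technique: coupled resazurin fluorescence, excitation 525 nm, emission 613 nm.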
Apaf-1 inh: human Apaf-1 inhibition. reconstituted apoptosome caspase-3 activity, DEVD-Rh110 fluorescence. AID 489030. inhibition, % at 20 µM. 0.71% of 330,000 active. O14727; active = inhibition of at least 40% at 20 µM;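 also: plate controls were DMSO wells for no effect and DEVD-CHO caspase inhibitor wells for full effect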
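Assay system: Apoptosome proteins | Medium: pH 7.5 Hepes buffer with CHAPS, BSA, DTT | Also added: Cytochrome c and DEVD-Rh110 substrate | Times: 30 min plus 50 min, RT | Detection: Rhodamine 110 fluorescence at Ex 480/Em 540 nm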
SENP1 inh: SENP1 (human) catalytic domain inhibition | 0.21% of 360,000 active | recombinant SENP1 catalytic domain, CyPet-SUMO1-YPet FRET cleavage | inhibition, % at 10 µM | Q9P0U3;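 active = inhibition at least 30% at 10 µM, raw YFP signal under a set limit, fluorescence ratio 0.5 to 1.5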;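 also: 0% = enzyme with DMSO and 100% = no enzyme wells; some results filed as inactive read as strong as hits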
Target sequence (Q9P0U3 419-644 limits assumed): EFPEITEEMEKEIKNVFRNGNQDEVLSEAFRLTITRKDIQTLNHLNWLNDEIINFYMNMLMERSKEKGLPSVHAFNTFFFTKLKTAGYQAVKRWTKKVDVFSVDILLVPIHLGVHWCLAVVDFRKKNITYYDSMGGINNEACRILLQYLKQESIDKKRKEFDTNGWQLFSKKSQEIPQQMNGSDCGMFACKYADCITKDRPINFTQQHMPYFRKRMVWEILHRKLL
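Test system: human SENP1 catalytic domain; medium: Tris pH 8 buffer plus EDTA, NaCl, BME, BSA, NP40, catalase; incubation: 50 min reaction at room temperature; technique: FRET, CFP and YFP emission; controls: no-enzyme low control and enzyme-plus-DMSO high control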
SENP8 block-1: inhibitors of human SENP8 protease | Q96LD8 | recombinant SENP8, Nedd8 substrate fluorescence | inhibition, % at 20 µM | 0.64% of 360,000 active | AID 602440; in the data active = inhibition mostly above about 40%, no sharp cut-off; inactive = mostly below about 27%
Target sequence (Q96LD8 whole entry, looked up): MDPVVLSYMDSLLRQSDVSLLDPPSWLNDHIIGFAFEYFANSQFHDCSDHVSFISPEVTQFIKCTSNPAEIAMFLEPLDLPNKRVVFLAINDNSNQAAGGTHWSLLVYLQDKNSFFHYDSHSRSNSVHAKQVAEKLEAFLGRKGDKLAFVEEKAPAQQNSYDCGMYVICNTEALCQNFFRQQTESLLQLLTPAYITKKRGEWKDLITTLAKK
SENP8 block-2: blocks the human protease SENP8 | Q96LD8 | purified SENP8, Z-RLRGG-aminoluciferin cleavage, luminescence | inhibition, % at 10 µM | 1.2% of 330,000 active | AID 2540; in the data active = inhibition above about 50%
PfG6PD inh: PfG6PD (Plasmodium falciparum) enzyme inhibition | PfGluPho enzyme, NADPH resazurin-diaphorase fluorescence | 0.78% of 350,000 active | inhibition, % at 20 µM;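 active = inhibition reaching at least a set limit at 20 µM in the primary screen, cut at about 59% in these data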;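 also: 0% = DMSO wells with substrate and 100% = DMSO wells lacking glucose-6-phosphate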
SENP6 block: inhibitors of human SENP6 protease. Q9GZR1. Recombinant SENP6 catalytic domain, aminoluciferin luminescence. inhibition, % at 10 µM. 1.8% of 330,000 active;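 active = inhibition above about 50% at the single tested dose, limit read from the data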;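 also: plate controls were DMSO wells with enzyme for no effect and DMSO wells lacking enzyme for full effect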
Target sequence (Q9GZR1 628-1112 limits assumed): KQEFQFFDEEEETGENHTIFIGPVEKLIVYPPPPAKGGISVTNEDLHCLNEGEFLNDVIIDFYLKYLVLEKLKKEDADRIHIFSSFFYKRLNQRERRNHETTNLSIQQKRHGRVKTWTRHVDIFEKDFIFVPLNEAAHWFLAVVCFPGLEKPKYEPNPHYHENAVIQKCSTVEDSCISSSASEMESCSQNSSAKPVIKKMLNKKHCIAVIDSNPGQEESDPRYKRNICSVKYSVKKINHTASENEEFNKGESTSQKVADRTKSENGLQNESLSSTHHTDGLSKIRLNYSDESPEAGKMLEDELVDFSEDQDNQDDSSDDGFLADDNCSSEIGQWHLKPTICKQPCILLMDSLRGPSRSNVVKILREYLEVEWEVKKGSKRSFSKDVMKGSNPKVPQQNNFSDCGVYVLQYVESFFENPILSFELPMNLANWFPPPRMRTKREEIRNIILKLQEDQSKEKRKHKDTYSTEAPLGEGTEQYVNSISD
SENP7 inh: inhibitors of human SENP7 protease; 1.5% of 330,000 active; AID 434973; Q9BQF6; recombinant SENP7, Z-RLRGG-aminoluciferin luminescence, 40 min; inhibition, % at 5 µM;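 active = inhibition above about 50% at the single test dose, limit read from the data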;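 also: plate controls were DMSO with enzyme for no effect and no enzyme buffer wells for full effect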
* = called active by the depositor; nt = no result given.

SMILES	HKDC1 inh	Apaf-1 inh	SENP1 inh	SENP8 block-1	SENP8 block-2	PfG6PD inh	SENP6 block	SENP7 inh
O=C(Nc1ccc(S(=O)(=O)N2CCc3ccccc32)cc1)c1ccco1	-2	13	2	6	-5	10	4	3
CCCCOCCCNC(=O)N[C@H](C(=O)OC)C(C)C	2	6	-1	-48	-4	-10	-14	-6
CCSc1nnc(NC(=O)CCNC(=O)c2ccccc2Cl)s1	-3	3	1	6	3	13	-4	3
O=C(O)CCCCCNS(=O)(=O)c1cccc2c1C(=O)c1ccccc1C2=O	22	2	1	34	0	-26	11	1
CNC(=O)c1sc(-c2ccccn2)nc1C	-5	-6	-2	-13	-2	4	-18	2
CCN1CCN(C(=O)c2ccc(CN(c3ccccc3)S(=O)(=O)c3ccccc3)cc2)CC1	11	13	0	16	-11	-14	-1	-8
c1cncc(-c2nnc3sc(-c4ccco4)nn23)c1	9	18	1	17	0	-6	3	-5
COc1ccc(C2=C/C(=C\c3ccc(OC(C)=O)cc3)C(=O)O2)cc1	-7	-23	-35	-135	3	-6	-2	1
Cc1ccc(C)c(C(C)NC(=S)NC2CCCCC2)c1 (configuration not stated)	-3	17	-7	0	8	8	0	-1
c1ccc2c(c1)c1c3n2CCNC3CCC1 (configuration not stated)	-4	7	-1	0	-7	-8	-10	-7
O=C(c1ccc(Cl)cc1)c1oc2ccccc2c1CS(=O)c1ccc(Cl)cc1 (configuration not stated)	-7	21	1	11	10	33	-10	6
C=CCn1c(C)cc(C(=O)CSc2nc3ccccc3c(=O)[nH]2)c1C	2	-4	-8	23	-1	11	-22	-2
O=C(N/N=C/c1cc(Br)c(Br)o1)c1cc2ccccc2o1	10	9	-11	-220	5	10	-9	5
COc1cc(C(=O)NCc2ccc(-c3nc4ccccc4s3)cc2)cc(OC)c1OC	-8	0	-6	-15	-14	4	-31	1
CC(C)c1ccc(NC(=S)NN(c2ccccc2)c2ccccc2)cc1	-5	22	2	6	-8	27	-5	-6
C/C(=N\OCC(=O)Nn1c(=O)[nH]c2ccccc2c1=O)c1ccccc1	-4	-19	3	-2	7	5	3	2
COC(=O)c1[nH]c2ccccc2c1NC(=O)c1ccccc1[N+](=O)[O-]	18	-12	4	14	-4	10	-10	-3
COc1ccc(CN2CCN(C(=O)c3cccc4ccccc34)CC2)cc1OC	-6	1	-1	3	-8	-7	-6	11
O=C(NCc1ccccc1F)C1CCCN(C(=O)NC2CCCCC2)C1 (configuration not stated)	0	0	1	19	-8	-4	3	-2
COc1ccccc1OCCNC(=O)C(CCSC)NC(=O)c1ccccc1Cl (configuration not stated)	-4	11	3	10	-4	-9	0	6
NC(=O)C1(N2CCCCC2)CCN(C(=S)Nc2ccc(Cl)cc2)CC1	5	nt	3	15	nt	3	nt	nt
COc1cc(CCCN2C(N)=NC[C@@H]2c2ccccc2)cc(OC)c1OC	-1	0	-5	4	-17	7	-10	8
O=C(N/N=C/c1ccco1)C1(O)c2ccccc2-c2ccccc21	-6	-13	1	12	5	6	1	-3
COc1cc(/C=N/NC(=O)C(=O)NCC2CCCO2)cc(Cl)c1O (configuration not stated)	3	-1	3	3	-10	17	-16	-8
O=C(CC1c2ccccc2Oc2ccccc21)NCc1ccco1	-3	-2	3	7	1	-11	-22	13
CCCCNc1nc(C)c(C(C)=O)cc1C#N	-8	8	2	-24	-10	-1	-11	-7
COc1ccc(C(=O)O)cc1S(=O)(=O)N1CCCc2ccccc21	2	17	2	40	-2	-17	-9	3
Cn1c(SCC(=O)N2CCN(c3ccccc3)CC2)nnc1-c1c[nH]c2ccccc12	2	7	-1	6	8	-7	19	9
Oc1ccc(-c2nnc(-c3ccccc3)c(-c3ccccc3)n2)cc1	nt	19	nt	nt	-12	nt	-13	5
CCCCc1nnc(NC(=O)c2ccccc2OCc2c(C)noc2C)s1	-4	18	1	-159	-3	-18	0	4
Cc1noc(C)c1C(=O)NCCc1ccc(Cl)cc1	-7	3	1	13	6	15	0	15
CCOC(=O)COn1c(=O)c(=O)n(OC)c2ccccc21	-2	-5	1	20	-1	-15	-12	0
O=NN(CCCl)C(=O)NCCCl	-2	2	0	0	-7	10	-14	9
CC(NC(=O)CN(C)CC(=O)Nc1ccccc1Br)c1ccccc1 (configuration not stated)	-6	-6	0	4	2	1	-17	-7
Cc1cnc(C(=O)NCC(=O)Nc2ccccc2Br)cn1	-6	2	-6	-6	-1	16	5	-2
CC(=O)Oc1ccc(N2C(=O)C3C4C=CC(O4)C3C2=O)cc1 (configuration not stated)	-5	-31	2	29	2	11	10	-4
CC1O[C@@H]2O[C@](O[C@H](C)CC[C@@H](C)O)(c3ccccc3)O[C@@H]2C[C@H]1O (some centres not stated)	-8	8	1	9	-19	-2	-18	9
O=[N+]([O-])c1ccc(N2CCC(O)CC2)nc1	-7	-15	3	9	1	-9	-16	-1
O=C(Nc1ccccc1)Nc1nnc(SCc2ccc(Cl)cc2)s1	-4	7	2	13	-8	0	-4	7
CCCCCCNC(=O)CSc1nccn1Cc1ccccc1	-11	2	-1	3	2	11	-23	4
C/C(CC(=O)Nc1ccc(Cl)c(Cl)c1)=N\NC(N)=S	-9	3	1	-4	-8	22	-5	0
Cc1ccc(N(CC(N)=O)C2SC(=O)N(C)C2=O)cc1 (configuration not stated)	-4	-488	0	20	4	-1	-2	-2
Nc1nc(F)cc(NCc2ccccc2)n1	-4	-3	-39	8	-8	-15	-3	6
CC1CC(C)(C)n2c(O)c(N=NC(N)=S)c3cccc1c32 (configuration not stated)	1	16	4	17	0	-4	1	-7
Cc1c(C)n(Cc2ccccc2)c2ccc(C(=O)OCCCN(C)C)cc12	-9	10	-2	-33	-10	0	-18	-4
CP(=O)(COC(=O)c1ccccc1)COC(=O)c1ccccc1	-3	0	1	10	-7	-13	-4	7
Cc1noc(C)c1S(=O)(=O)N1CCC(C(=O)NC2CCN(Cc3ccccc3)CC2)CC1	8	-8	2	13	4	-14	2	8
COC(=O)c1cn(CCOc2ccccc2)c2ccccc12	7	18	1	21	-10	5	-16	-4
On1c(-c2ccccc2)nc2ccc(Cl)cc21	3	-10	-1	-121	-3	15	16	28
CCCCCCC(C)n1cc(C(C)=O)c(=O)[nH]c1=O (configuration not stated)	-6	-2	2	12	5	-17	-8	-4
CSc1ncccc1C(=O)NCC1CCCCC1	-6	-6	-1	4	-7	23	-10	0
COc1ccccc1/C=C/C=N/NC(=O)c1cccs1	-1	-1	1	-164	-16	2	8	-3
CC1=NN(C(=O)c2c(Br)c(C)nn2C)C(O)(C(F)(F)F)C1 (configuration not stated)	-6	-13	1	15	-3	-12	-4	4
CC(Sc1ccccc1)C(=O)NNC(=O)c1ccncc1 (configuration not stated)	-5	3	0	25	-13	-13	-12	-15
Cc1ccc2c(c1)c1c(n2CC(O)CN2CCCCC2C)CCCC1 (configuration not stated)	-3	-8	4	17	-3	7	-29	1
CCCCOc1cc(=O)[nH]c(=O)[nH]1	1	9	2	8	-5	-10	-4	-1
O=C(NCc1ccccc1)c1cccc(S(=O)(=O)NCc2ccccc2)c1	-7	3	1	27	-4	-5	-19	-7
CCOc1ccc(NC(=O)C2CC(=O)N=C(N)S2)cc1 (configuration not stated)	-8	0	2	14	3	3	5	8
CC(=O)Nc1ccc(S(=O)(=O)NC2(C(F)(F)F)C(=O)Nc3c2c(=O)[nH]c(=O)n3Cc2ccco2)cc1 (configuration not stated)	0	1	0	1	4	-22	21	0
COc1ccc(CNC(=O)C2CCN(C(=O)N3CCOc4ccc(C)cc43)CC2)cc1	-3	-5	0	10	-4	-5	-3	4
Going on with the list.
SMILES	HKDC1 inh	Apaf-1 inh	SENP1 inh	SENP8 block-1	SENP8 block-2	PfG6PD inh	SENP6 block	SENP7 inh
CCC1Nc2ncnc(N3CCOCC3)c2N(Cc2ccc(OC)cc2)C1=O (configuration not stated)	2	3	0	-2	8	2	-11	10
COc1ccc(C2=NN3C(C2)c2ccccc2OC3c2cccs2)cc1 (configuration not stated)	7	-8	-31	-23	28	7	-24	15
O=C(NCCc1c[nH]c2ccccc12)C(F)(F)F	-3	10	-1	7	0	10	-10	5
O=C(/C=C/c1ccc(Cl)cc1)N(Cc1ccccc1)c1ccccn1	3	-6	0	12	6	-6	-2	0
O=S(=O)(c1cccs1)N1CCN(c2ccnc3cc(Cl)ccc23)CC1	9	20	3	-53	0	6	-13	-4
COc1ccc(CN2CCN(Cc3ccco3)CC2)cc1	2	4	3	9	29	-3	-12	-3
C/C(=N\NC(=O)CCCNc1cccc(C)c1)c1ccncc1	-9	14	0	7	-9	-5	-6	-10
Cc1cccc(NC(=O)c2ccc([N+](=O)[O-])s2)n1	-1	9	2	9	-8	-6	2	7
O=C(NCc1ccco1)c1ccc([N+](=O)[O-])cc1Cl	5	-2	1	32	0	0	-21	-3
CC(C)CC(NC(=O)C(NC(=O)C1OC2OC(C)(C)OC2C2OC(C)(C)OC12)C(C)C)C(=O)O (configuration not stated)	-2	0	-1	5	-3	8	-12	-1
COC(=O)c1cc(CNC(=O)c2ccc(N3CCCC3)c([N+](=O)[O-])c2)ccc1OC	-3	32	1	10	5	-1	3	-4
C#CCOCCOCCOCCNc1nc(N2CCN(C(=O)[C@H](CCCCN)n3cc([C@@H](N)CC(C)C)nn3)CC2)nc(N2CCN(C(=O)[C@H](CCCCN)n3cc([C@@H](N)CC(C)C)nn3)CC2)n1	-6	-7	7	17	0	10	16	-8

As a working copy, some entries already given.
SMILES	HKDC1 inh	Apaf-1 inh	SENP1 inh	SENP8 block-1	SENP8 block-2	PfG6PD inh	SENP6 block	SENP7 inh
CCC1Nc2ncnc(N3CCOCC3)c2N(Cc2ccc(OC)cc2)C1=O (configuration not stated)	2	3	0	-2	8	2	-11	10
COc1ccc(C2=NN3C(C2)c2ccccc2OC3c2cccs2)cc1 (configuration not stated)	7	-8	-31	-23	28	7	-24	15
O=C(NCCc1c[nH]c2ccccc12)C(F)(F)F	-3	10	-1	7	0	10	-10	5
O=C(/C=C/c1ccc(Cl)cc1)N(Cc1ccccc1)c1ccccn1	3	-6	0	12	6	-6	-2	0
O=S(=O)(c1cccs1)N1CCN(c2ccnc3cc(Cl)ccc23)CC1	9	20	3	-53	0	6	-13	-4
COc1ccc(CN2CCN(Cc3ccco3)CC2)cc1	2	4	3	9	29	-3	-12	-3

(more compounds)
SMILES	HKDC1 inh	Apaf-1 inh	SENP1 inh	SENP8 block-1	SENP8 block-2	PfG6PD inh	SENP6 block	SENP7 inh
COC(=O)CCC(=O)CN	-2	9	0	2	-6	4	-2	-8
CSc1nc2ccccc2n1CC(=O)N1CCCCC1	-2	-14	1	25	-5	-13	-17	-2
CS(=O)(=O)c1cccc(C(=O)Nc2nnc(C3=COCCO3)o2)c1	0	-1	4	2	-5	-3	-18	-5
C[C@H](CO)N1C[C@H](C)[C@@H](CN(C)C(=O)NC2CCCCC2)Oc2ccc(NC(=O)c3ccncc3)cc2C1=O	-6	-2	0	14	2	20	-7	2
Cc1nnc(NC(=O)CCC(=O)N2CCN(CCOc3cccc4ccccc34)CC2)s1	-3	-3	-2	6	-5	5	-10	2
O=S(=O)(c1ccc(Cl)cc1)N1CCN(CCc2ccccc2)CC1	-1	18	2	8	2	-21	27	12
CC1CCCCC1NC(=O)CSc1nnc(-c2ccccc2)n1N (configuration not stated)	3	-2	0	22	-7	-15	-2	2
